# NSD2 inh = blocks human histone methyltransferase NSD2; 0.54% of 310,000 active; NSD2 peptide methylation, AlphaScreen, 120 min; inhibition, % at 12.5 µM; AID 743445; in the data active means inhibition above about 50%
# Keap1-Nrf2 PPI = inhibitors of human Keap1-Nrf2 protein-protein interaction | Q14145 | Keap1 Kelch-Nrf2 peptide fluorescence polarization, 1536-well | inhibition, % at 9.4 µM | 0.15% of 340,000 active | AID 504523; in the data active means inhibition above about 12%;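 further: human Keap1 Kelch domain with fluorescein labeled Nrf2 9mer peptide probe; 0% = neutral control wells and 100% = peptide positive control; higher means more block of Keap1 binding to Nrf2 peptide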
# Target sequence (Q14145 whole entry, looked up, the tested form may be a part): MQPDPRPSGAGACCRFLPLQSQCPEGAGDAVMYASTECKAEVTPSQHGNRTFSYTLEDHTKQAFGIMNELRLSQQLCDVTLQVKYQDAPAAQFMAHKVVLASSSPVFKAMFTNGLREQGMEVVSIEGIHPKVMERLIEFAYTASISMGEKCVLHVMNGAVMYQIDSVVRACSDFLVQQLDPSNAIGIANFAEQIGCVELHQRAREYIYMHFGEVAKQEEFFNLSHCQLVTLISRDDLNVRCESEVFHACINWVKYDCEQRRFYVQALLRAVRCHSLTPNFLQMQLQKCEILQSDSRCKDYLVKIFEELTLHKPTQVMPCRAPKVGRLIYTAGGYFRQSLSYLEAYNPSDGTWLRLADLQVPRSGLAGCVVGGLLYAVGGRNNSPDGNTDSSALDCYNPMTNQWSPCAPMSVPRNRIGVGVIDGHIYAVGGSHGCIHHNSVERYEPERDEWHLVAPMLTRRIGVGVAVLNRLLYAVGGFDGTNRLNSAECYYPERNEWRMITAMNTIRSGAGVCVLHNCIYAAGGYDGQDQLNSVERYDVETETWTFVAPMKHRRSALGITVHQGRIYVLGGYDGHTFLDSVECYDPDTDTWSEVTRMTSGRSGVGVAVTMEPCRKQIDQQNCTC
# DAGLB inhibitor = blocks human DAGLB lipase activity | Q8NCG7 | HEK293T DAGLB membrane lysate, EnzChek fluorogenic substrate | inhibition, % at 5.17 µM | 0.059% of 340,000 active; in the data active means inhibition above about 34%;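 further: 0% = enzyme with vehicle and 100% = wells lacking enzyme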
# CAL PDZ FP-1 = inhibitors of human CAL PDZ peptide binding | inhibition, % at 24.9 µM | AID 602252 | 0.92% of 300,000 active | purified CAL PDZ, TMR-peptide fluorescence polarization, 1 h;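 active means mean inhibition of at least 30% with at least half of replicates also reaching 30%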;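 further: 0% = DMSO neutral control and 100% = excess unlabeled competitor peptide PRC23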
# Arrestin-AP2 inh = inhibitors of human beta-arrestin and AP2 interaction; FITC-arrestin peptide / GST-AP2 beads, flow cytometry; AP2 beta2 appendage carries R879A mutation; inhibition, % at 10 µM; 0.31% of 340,000 active;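 active means inhibition above a set limit, near 3 SD of compounds lacking own fluorescence, cut at about 54% in these data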;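 further: plate controls were DMSO wells for no effect and 5 µM unlabelled arrestin peptide for full effect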
#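 System: GST-tagged AP2 beta2-adaptin appendage (R879A) on 4 µm glutathione beads / Reagent: FITC-arrestin peptide, 50 nM / Detection: HyperCyt-sampled flow cytometry, FL1 channel, ex 488/em 535 nm / Timing: 12 min plus 1 h, RT / Buffer or medium: PBS plus Tween 20 (0.05%) and BSA (0.1%)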
# CAL PDZ FP-2 = blocks peptide binding to human CAL PDZ domain; inhibition, % at 20 µM; 0.02% of 330,000 active; Q9HD26; AID 504414; purified CAL PDZ, TMR-peptide fluorescence polarization, 1 h;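 active means highest replicate inhibition of at least 40%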;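 further: plate controls were DMSO neutral control wells for no effect and unlabeled competitor peptide control wells for full effect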
#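 Test system: tagged CAL PDZ domain / Buffer or medium: sodium phosphate/NaCl buffer pH 7.4 with TCEP, IgG, Thesit / Reagent: TMR-labelled reporter peptide T*-PRC34 bound in PDZ groove / Compound dosing: single point, 20 µM / Schedule: 1 h incubation at room temperature before polarization reading / Technique: fluorescence polarization (mP) / Benchmarks: unlabelled peptide, DMSO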
# V-ATPase pH = regulators of yeast V-ATPase proton transport; S. cerevisiae, pHLuorin cytosolic pH fluorescence; response, % at 10 µM; 0.37% of 350,000 active; in the data active means response mostly above about 7.3%, no sharp cut-off; inactive means mostly below about 5.4%; further: actives read high; inactives centre near 0; some compounds called inactive have numbers as strong as hits
# Cardiac RTF inh = cardiac RTF calcium desensitization; P19429+P45379; inhibition, % at 7.15 µM; 0.12% of 340,000 active; IANBD-labeled cardiac RTF, Ca2+ fluorescence;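 active means inhibition above the mean inhibition of all tested compounds plus 3 SD, cut at about 17% in these data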;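 further: assay run at fixed EC70 calcium of 1.6 mM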
# LANA DNA inh = KSHV C-LANA DNA binding inhibition; inhibition, % at 9 µM; AID 504423; 0.078% of 340,000 active; MBP-C-LANA/FAM-LBS DNA binding, fluorescence polarization;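 active means highest replicate inhibition at or above 60% at 9 µM, even if other replicates fall short; inactive means all replicates below 60% inhibition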;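 further: 0% = neutral control wells and 100% = 4 µM acridine orange control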
# DSG3 Ab inh = blocks pemphigus antibody binding to human desmoglein-3; DSG3-coupled beads, scFv-anti-DSG3-GFP binding, flow cytometry; hits give low values; binding (percent of control), % at 10 µM; 0.48% of 310,000 active;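 active means binding more than 3 SD below its plate's average and above zero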;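 further: hits lower antibody fragment binding to DSG3; some compounds called inactive have numbers as strong as hits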
# The depositor's hits bear a star; / = no result given. An excerpt, so the mix of outcomes need not match the whole.
SMILES,NSD2 inh,Keap1-Nrf2 PPI,DAGLB inhibitor,CAL PDZ FP-1,Arrestin-AP2 inh,CAL PDZ FP-2,V-ATPase pH,Cardiac RTF inh,LANA DNA inh,DSG3 Ab inh
COCCCNC(=O)c1sc2ncn(CC(=O)Nc3ccc(C)c(Cl)c3)c(=O)c2c1C,-1,1,2,-4,-1,-1.5,0,0,0.6,91
COc1ccccc1-n1c(SCC(=O)N2CCc3ccccc32)nc2c(c1=O)SCC2,/,-2,-1,/,6,-3.0,5,-2,-0.6,108
CCOC(=O)c1c(NC(=S)Nc2ccccc2)sc2c1CCN(CC)C2,12,-22,-3,-2,9,-3.3,-2,-17,-4.2,164
COc1ccc(NC(=O)CN2C(=O)/C(=C3\SC(=S)N(C4CCS(=O)(=O)C4)C3=O)c3ccccc32)cc1 (stereo not given),-2,/,/,/,10,/,1,/,/,108
O=C(NC(Cc1ccccc1)C(=O)O)/C(=C\c1ccccc1)NC(=O)c1ccco1 (stereo not given),-3,-4,1,12,-12,-1.8,-2,-3,0.9,115
Cc1ccc(S(=O)(=O)N2N=C3CCCCC3C2(O)C(F)(F)F)cc1 (stereo not given),8,-3,-1,-3,4,-0.6,-5,-5,0.9,101
CCOC(=O)C1=C(C)Nc2sc(C(=O)c3ccc(Br)cc3)c(N)c2C1c1ccc(C(=O)OC)cc1 (stereo not given),/,-1,0,/,6,0.3,-6,-7,1.7,98
O=C(NCc1ccccn1)c1cc(-c2ccc(Cl)cc2)oc1C(F)(F)F,0,/,/,/,44,/,-1,/,/,112
Cc1ccc(C(=O)OCC(=O)NCc2cccs2)cc1S(=O)(=O)N1CCOCC1,-3,-6,-1,-2,/,-1.8,-3,1,0.1,98
O=C(Nc1ccccn1)c1cccc(S(=O)(=O)N2CCCCC2)c1,1,1,0,-4,-3,0.0,3,-5,0.2,109
Cc1ccc2cc(C#N)c(N3CCCN(C(=O)C4CCCO4)CC3)nc2c1 (stereo not given),0,-8,1,-2,31,-0.8,1,-13,-0.1,101
COc1cc(C)nc(N2CCC(C(=O)NCC3CCCO3)CC2)n1 (stereo not given),-3,-8,1,-5,-9,-2.2,3,-18,1.8,103
COc1ccc(NC(=O)Nc2ccc3c(c2)C(=O)N([C@H](C)CO)C[C@H](C)[C@@H](CN(C)S(=O)(=O)c2cccs2)O3)cc1,/,3,0,-2,0,-1.0,2,-7,2.7,104
Cc1cc(OCCOCCNC(C)C)cc(C)c1Cl,7,-6,1,-1,6,-0.2,4,14,-0.7,112
CC(C)(C)OC(=O)N[C@@H](CC(=O)OCc1ccccc1)C(=O)O,0,-3,-1,-6,34,-1.6,5,-5,1.2,101
CC1CCCCC1NC(=O)COC(=O)c1cc(=O)c2ccccc2o1 (stereo not given),3,-3,1,/,-19,0.4,1,7,-0.7,107
CC1(C)Cc2nc(-c3ccccc3)n3cnnc3c2CO1,0,-4,-2,-3,3,-0.8,2,8,1.0,98
COc1ccc(S(=O)(=O)N(CCc2ccccc2)CC(=O)O)cc1Cl,-1,-10,-2,-4,-2,/,-2,-4,-1.6,104
O=C(CCSc1ccccc1)NCC1CCCO1 (stereo not given),-3,-2,1,0,19,-1.5,-1,-2,0.3,109
Cc1ccc(CNC(=O)Cc2ccc(NC3=NC4CS(=O)(=O)CC4S3)cc2)cc1 (stereo not given),/,5,0,/,1,0.0,-1,14,0.6,111
CCn1cc(CN2CCCC(C(=O)c3ccc(-c4ccccc4)cc3)C2)cn1 (stereo not given),6,-5,/,-7,-14,-1.7,3,/,-1.0,/
Cc1c(-c2cccs2)[n+](=O)c2c(n1[O-])CCCCC2,-1,-1,0,1,3,-2.8,5,6,0.3,100
Cc1sc2ncn3cnnc3c2c1C,0,-1,-2,0,22,-0.5,-3,-9,0.4,98
Cc1cccc2[nH]c3c(N4CCN(C(=O)c5ccco5)CC4)ncnc3c12,/,2,1,-2,-2,-0.7,-2,1,-1.5,98
Cc1noc(C)c1CSCC(=O)Nc1nc(-c2ccc(F)c(F)c2)cs1,0,1,-3,-3,38,-2.7,3,9,-0.4,102
CC1CN(C(=S)NC(=O)c2ccc([N+](=O)[O-])cc2)CC(C)O1 (stereo not given),0,0,1,-1,-19,0.0,4,-5,-0.5,105
COC(=O)C(NC(C)=O)(Nc1nc(C)cs1)C(F)(F)F (stereo not given),1,-3,-1,2,1,0.0,-2,-1,1.1,/
CC(C)(C)NC(=S)NC(=O)C12CCC3CC(CC(C3)C1)C2,-2,0,-6,-2,-5,-2.4,1,0,-0.5,89
c1cnc(N2CCN(c3nc4ccccc4n4cnnc34)CC2)nc1,-1,-6,2,/,-3,-2.1,-2,-3,-1.1,103
Cc1cc(C)n(-c2ccc(C(=O)N3CCN(c4ccccn4)CC3)cc2)n1,0,-7,1,/,3,-0.9,-3,-2,-1.1,101
OC(CNC1CCCCCC1)COc1cccc2ccccc12 (stereo not given),19,-2,-4,-6,-1,-0.5,1,-1,-1.2,111
COc1ccc(/C=N/NC(=O)c2cccc(NC(=O)c3ccccc3Cl)c2)c(OC)c1,-6,-1,-3,-6,4,/,-1,-4,-1.0,99
COc1ccc(NS(=O)(=O)c2ccc(N3CCCC3)c(N)c2)cc1,8,-9,0,-5,15,0.2,-4,2,0.8,112
Cc1cc(Cl)ccc1OCC(=O)OCC(=O)NCCNC(=O)COC(=O)COc1ccc(Cl)cc1C,0,1,4,/,2,-2.4,1,5,1.5,101
CC(C)NC(=O)[C@]1(C)CCC[C@@]2(C)C3CC[C@@]4(C)C[C@]3(CCC21)CC4=O (stereo not given in full),/,-1,-2,-2,0,-0.1,-1,8,3.0,101
CS(=O)(=O)c1ccccc1-c1nnc(NC(=O)c2cccc(N3C(=O)CCC3=O)c2)o1,1,-1,-2,-1,33,-2.2,-2,-6,-1.8,103
COc1ccc(CN(C)C(=O)C2CC(=O)N(c3ccc4c(c3)OCCO4)C2)cc1 (stereo not given),1,/,7,/,/,/,2,/,/,105
O=S(=O)(Nc1ccccc1N1CCCCC1)c1ccc(F)cc1,26,-5,/,/,-3,0.2,2,/,-1.8,95
CC1CCCN(c2ccc(C(=O)NCC3CCCO3)cn2)C1 (stereo not given),0,-4,1,1,2,-1.7,-1,-2,-2.4,107
CC(C)(C)NC(=O)COC(=O)c1ccc(O)cc1,1,0,-2,/,-2,-0.8,0,-6,-0.1,102
CC(NC(=O)COC(=O)c1c[nH]c2ccccc12)c1ccccc1 (stereo not given),/,2,2,/,-5,-0.6,-7,-7,0.4,93
COC(=O)C1C(=O)NC(SC)=C(C#N)C1c1ccccc1 (stereo not given),-1,-5,-7,-2,1,-0.4,0,-6,-0.4,105
COc1cc(Cl)c(C)cc1NC(=O)COc1ccc(C)nc1[N+](=O)[O-],-2,0,-7,2,16,-0.1,3,-21,-0.5,-15
CCCNC(=O)CCc1c(C)nc2c(c(C)nn2-c2ccccc2)c1C,-2,1,-3,-1,-5,-0.5,3,-2,0.3,102
N#Cc1ccccc1NC(=O)CC1CCCCC1,-2,-2,0,/,5,-0.8,0,-11,-0.4,101

# Gathered by group: the entries above containing an NH in an aromatic ring (two)
SMILES,NSD2 inh,Keap1-Nrf2 PPI,DAGLB inhibitor,CAL PDZ FP-1,Arrestin-AP2 inh,CAL PDZ FP-2,V-ATPase pH,Cardiac RTF inh,LANA DNA inh,DSG3 Ab inh
Cc1cccc2[nH]c3c(N4CCN(C(=O)c5ccco5)CC4)ncnc3c12,/,2,1,-2,-2,-0.7,-2,1,-1.5,98
CC(NC(=O)COC(=O)c1c[nH]c2ccccc12)c1ccccc1 (stereo not given),/,2,2,/,-5,-0.6,-7,-7,0.4,93

# Additional compounds:
SMILES,NSD2 inh,Keap1-Nrf2 PPI,DAGLB inhibitor,CAL PDZ FP-1,Arrestin-AP2 inh,CAL PDZ FP-2,V-ATPase pH,Cardiac RTF inh,LANA DNA inh,DSG3 Ab inh
N#C/C(=C\N1CCOCC1)C(N)=O,-7,3,/,-5,1,-0.4,-1,/,1.3,93
CSc1cccc(NC(=O)CCC(=O)O)c1,-2,-1,-3,8,19,-0.4,-4,0,-0.7,119
COC(=O)c1sccc1NS(=O)(=O)c1ccccc1,/,-3,0,-1,0,-1.7,2,-8,-0.9,/
Cc1cc(C)cc(NC(=O)[C@H](Cc2c[nH]c3ccccc23)NC(=O)[C@@H]2Cc3ccccc3CN2)c1,/,-7,1,1,4,0.3,0,-1,-1.2,/
O=C(CNS(=O)(=O)c1ccc(Br)cc1)NCc1cccnc1,-1,-4,-2,0,-13,-1.9,5,2,-1.3,105
O=C(CSc1n[nH]c(=O)[nH]c1=O)Nc1cccc(S(=O)(=O)N2CCOCC2)c1,-6,-1,-3,/,-33,0.9,-2,-3,0.7,100
COC(=O)c1ccc(Nc2cc(C)nc(-c3ccccc3O)n2)cc1,-1,-1,-2,2,-2,1.4,4,-14,-1.4,103
O=C(c1ccc(Cl)cc1)[C@@H]1[C@@H]2C(=O)N(c3cccc4ccccc34)C(=O)[C@@H]2C2c3ccccc3C=NN21 (stereo not given in full),/,2,-3,-1,1,-0.7,7,-31,7.6,102
COc1cccc(C(=O)NCC(=O)N/N=C(\C)Cc2ccccc2)c1,-4,-1,2,7,-20,-2.5,2,-10,1.2,/
CCOC(=O)c1cnn(-c2ccccc2)c1-n1cccc1C(=O)C(=O)Nc1ccccc1C(F)(F)F,1,3,-15,-1,4,-0.7,0,-1,0.7,98
O=C(COC(=O)c1cn(-c2ccccc2)nc1-c1cccs1)NC1CC1,-6,-5,-1,-2,-7,-1.2,0,0,0.2,97
Cn1cc(CN2CCCC(CO)(Cc3cccc(Cl)c3)C2)cn1 (stereo not given),/,1,1,-5,-9,-1.6,-4,0,-0.4,91
CN(C)c1ccc(NC(=O)CSc2nnc(C3CCCCC3)n2N)cc1,9,-6,4,-4,2,-0.8,0,3,-0.3,/
COc1ccc(-n2ccnc(SCC(=O)NC3CCCC3)c2=O)cc1OC,0,1,-2,-2,34,-0.4,-2,6,0.1,100
CCC(=O)Nc1cc2c(C)cc(=O)oc2cc1C,-43,0,-2,-2,-7,-1.5,0,-4,-0.6,105
O=C(NCc1cccnc1)c1cccc(C(F)(F)F)c1,3,-5,1,/,15,0.1,-2,-4,-1.0,93
O=C(Cn1nc(C(F)(F)F)c2c1CCCC2)N1CCOCC1,-2,2,1,-1,-14,0.3,-1,-5,0.4,103
O=C(Cc1coc2cc(O)ccc12)NNC(=O)c1cccs1,5,-1,0,10,-14,0.0,2,-9,2.2,111
COc1cc2c(cc1OC)CN(C(=O)CN1C(=O)NC3(CCCCC3C)C1=O)CC2 (stereo not given),11,-1,2,-2,-10,-2.5,-1,-41,1.0,105
COc1ccc(OC)c(NC(=O)CCCN2C(=S)NC(C)(C)CC2C)c1 (stereo not given),-2,3,0,1,-9,-1.5,6,-15,-0.8,99
CCCCSc1nnc(CSc2ncccn2)n1C,6,3,0,-3,-25,-2.5,-4,-6,0.0,99

# Screening data as filed in PubChem.
